# Screening data from PubChem BioAssay.
# CBFb RUNX1 block = qHTS Assay for Compounds Blocking the Interaction Between CBF-beta and RUNX1 for the Treatment of Acute Myeloid Leukemia. 230,000 tested, under 10 active. AlphaScreen CBFb-His/RUNX1-biotin binding, biochemical. AID 1477, 2009. Runt-related transcription factor 1 (Homo sapiens) + Core-binding factor subunit beta …. Potency, µM (top dose mostly 59.8 µM), without a hit: at the top dose activity, negative = inhibition, usual class: inhibitors; note: % of control where 0% means no effect
# Target sequence (Q01196 whole entry, looked up): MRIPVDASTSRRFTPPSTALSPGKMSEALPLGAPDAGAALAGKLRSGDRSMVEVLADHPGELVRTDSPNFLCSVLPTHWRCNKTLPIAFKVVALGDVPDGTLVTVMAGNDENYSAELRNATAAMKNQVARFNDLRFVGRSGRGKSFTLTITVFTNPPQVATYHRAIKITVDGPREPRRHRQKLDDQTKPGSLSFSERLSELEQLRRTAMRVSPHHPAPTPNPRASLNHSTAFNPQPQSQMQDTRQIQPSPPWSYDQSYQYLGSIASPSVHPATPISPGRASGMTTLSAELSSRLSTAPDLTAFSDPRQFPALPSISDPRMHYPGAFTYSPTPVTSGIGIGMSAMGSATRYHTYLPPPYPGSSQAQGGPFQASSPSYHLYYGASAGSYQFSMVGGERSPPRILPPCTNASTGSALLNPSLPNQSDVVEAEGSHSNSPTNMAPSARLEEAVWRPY
# Target sequence (Q13951 whole entry, looked up): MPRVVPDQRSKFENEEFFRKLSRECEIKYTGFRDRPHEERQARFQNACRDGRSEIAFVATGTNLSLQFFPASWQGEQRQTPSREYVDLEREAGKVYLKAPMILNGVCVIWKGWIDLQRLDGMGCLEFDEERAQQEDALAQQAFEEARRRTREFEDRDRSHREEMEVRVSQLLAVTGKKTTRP
#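 CBF-beta (His) and RUNX1 (biotin), 30 nM each; 20 min preassociation; + compound, 15 min; + beads 50 ng each (Ni, streptavidin), 90 min; RT; AlphaScreen read.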
# Epigenetic derep = Quantitative High-Throughput Screen for Regulators of Epigenetic Control; Potency, µM (doses to about 53.9 µM), for the others: at the highest dose GFP activation, hits mostly activators; murine LDR cells, GFP reporter derepression, 30 h; 280,000 tested, 0.2% active; note: potency is the fitted concentration of half-maximal effect; % of control where 0% means no effect; nearly all actives have a fitted effect of over 60% in size
#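 Murine LDR cells carrying a silenced, genomically integrated CMV-driven GFP reporter were exposed to compound for 30 hours at 37 C. After PBS washes, GFP-positive cells (20–120 um objects) were counted by laser-scanning microplate cytometry.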
# LMNA splice mod = qHTS Assay for Modulators of Lamin A Splicing; HeLa LMNA splicing GFP/RFP minigene ratio, 48 h; Potency, µM (top dose mostly 46.1 µM), without a hit: at the top dose ratio change, negative = inhibition, most hits filed as inhibitors; 200,000 tested, 0.01% active; AID 1487, 2009; active = well fitted inhibition curve with a large enough effect in the signal ratio, with a control signal flat, not every such curve was filed as active; inconclusive = small, poorly fitted or top-dose-only effect, or effect the other way, or a change in a side signal; the % refers to the signal ratio; note: potency is the fitted concentration of half-maximal effect; % is set by controls: 0 for no effect and ±100 for the full control effect
#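 Read-out is the ratio of GFP to DsRed2 object intensity, acquired by 488 nm laser-scanning cytometry on HeLa lamin A-EGFP minigene reporter cells. Compound incubation 48 hrs at 37 °C in Opti-MEM with 2% FBS; DMSO 0.5% final.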
# IMPase Li cell = qHTS Assay for Identifying the Cell-Membrane Permeable IMPase Inhibitors: Potentiation with Lithium; Potency, µM (doses to about 59.4 µM), inactives show top-dose activity, negative = IMPase inhibition, actives largely listed as inhibitors; CHO-M1 cells, IP1 TR-FRET (IP-One), carbachol + lithium; 210,000 tested, 0.35% active;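 note: IP1 builds up when IMPase is blocked and the TR-FRET signal falls; potency is the fitted concentration of half-maximal effect; plate controls were basal vehicle for no effect and high inhibitor control for full effect; nearly all actives have a fitted effect of over 50% in size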
#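 IP1 accumulation measured by competitive TR-FRET in lysed CHO-M1 cells after 30 min compound exposure at 37C, with a small lithium addition to potentiate weak responses. Hill-equation AC50 from ratio and donor-channel data.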
# HTT aggregate = qHTS Multiplex Assay to Identify Dual Action Probes in a Cell Model of Huntington: Aggregate Formation (GFP); PC12 HttQ103-GFP aggregates, Acumen cytometry, 40 h; Potency, µM (doses to about 46.1 µM), inactives show top-dose activity change, negative = inhibition, most hits filed as inhibitors; 220,000 tested, 1.1% active; AID 1688, 2009; note: potency is the fitted concentration of half-maximal effect; % is set by controls: 0 for no effect and ±100 for the full control effect; nearly all actives have a fitted effect of over 60% in size
#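 Multiplexed with ATP-based cell death, this channel scores GFP aggregates in PC12 cells expressing inducible HTTex1-Q103-GFP. Induction used 100 nM tebufenozide; compounds were tested in concentration series.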
# NPSR antagonist = qHTS Assay for Antagonists of the Neuropeptide S Receptor: cAMP Signal Transduction | AID 1461, 2008 | Q6W5P4 | Potency, µM (titrated, usually from 38.3 µM), for inactives: at the highest dose activity change, negative = inhibition, usual class: inhibitors | CHO-NPSR cells, cAMP TR-FRET, antagonist mode | 220,000 tested, 1% active; note: potency is the fitted concentration of half-maximal effect; % is set by controls: 0 for no effect and ±100 for the full control effect; nearly all actives have a fitted effect of over 50% in size; many of its hits are not listed in these tables
# Target sequence (Q6W5P4 whole entry, looked up): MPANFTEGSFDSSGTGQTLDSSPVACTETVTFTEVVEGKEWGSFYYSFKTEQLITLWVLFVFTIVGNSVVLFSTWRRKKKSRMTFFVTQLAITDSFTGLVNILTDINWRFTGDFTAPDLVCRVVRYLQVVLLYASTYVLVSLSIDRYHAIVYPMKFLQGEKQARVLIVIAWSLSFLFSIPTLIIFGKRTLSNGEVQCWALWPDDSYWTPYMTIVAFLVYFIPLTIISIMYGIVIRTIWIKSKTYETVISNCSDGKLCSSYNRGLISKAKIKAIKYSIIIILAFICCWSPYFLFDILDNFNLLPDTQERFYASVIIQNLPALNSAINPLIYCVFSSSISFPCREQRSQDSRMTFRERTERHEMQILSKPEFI
# KinaseGlo FLuc = Counterscreen for Luciferase (Kinase-Glo TM) Inhibition; 200,000 tested, 0.28% active; Luciferin 4-monooxygenase (Photuris pensylvanica), Q27757; AID 1379, 2008; Kinase-Glo luciferase, ATP luminescence, 8 min; Potency, µM (doses to about 38.3 µM), without a hit: top-dose activity change, negative = inhibition, usual class: inhibitors; note: potency is the fitted concentration of half-maximal effect; % is set by controls: 0 for no effect and ±100 for the full control effect; nearly all actives have a fitted effect of over 60% in size
#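 Substrate mix (final 50 mM imidazole pH 7.2, 50 mM KCl, 7 mM MgCl2, 10 uM ATP, 0.01% Tween 20, 0.05% BSA) plus pin-tool compound, then Kinase-Glo detection mix; 8 min ambient, luminescence read.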
# Starred values were filed as active, the others as inactive; ? = inconclusive; . = not tested or not shown; & = joins results of further samples; [ ] = remark or other dose. Unless noted, calls come from the whole dose curve; as a rule, active = well fitted curve in the direction sought with a large enough effect; inconclusive = small, poorly fitted or top-dose-only effect, or another doubt; inactive = no such curve, though single readings can be large; an effect the other way counts as inactive or inconclusive.
entry	molecule	NPSR antagonist	CBFb RUNX1 block	LMNA splice mod	KinaseGlo FLuc
1	CC(C)(C)C(=O)Cn1c(NCCCl)nc2ccccc21	8%	-22%	?	4%
2	O=P1(NC2CCCC2)COc2ccccc2OC1	-8%[46.1 µM]	6%	-7%	11%
3	Oc1cc2c(cc1O)[C@H]1c3ccccc3CN[C@H]1CC2	.	3%	.	3%
4	COC(=O)CSC1=NN1c1cc(C)nc(N)n1	-29%	17%	.	.
5	C=C1C2C[C@]3(C4CC5[C@@]6(C)CC[C@H](O)[C@@]5(C3CC2=O)C4[N+]([O-])(CC)C6)[C@@H]1O (some centres undefined)	.	-10%	.	-2%
6	COc1ccc(C(=O)C2CCCN(Cc3cccc(C)n3)C2)c(OC)c1 (centres undefined)	24%	5%	.	.
7	CCC(C)(C)n1nnnc1CN1CCC(n2c(C)nc3cc(C(F)(F)F)ccc32)CC1	-18%[46.1 µM]	18%	-2%	-1%
8	O=C(c1ccc(N2CCCCCC2)c([N+](=O)[O-])c1)N1CCC2(CC1)OCCO2	-7%	-3%	13%[46 µM]	3%
9	CC(C)c1ccc2[nH]c(O)c(N=NC(=O)c3cccc(S(=O)(=O)Nc4ccc(Cl)cc4)c3)c2c1	-17%	7%	?	-1%
10	COc1ccc(CNCC(=O)N2CCC3(CC2)OCCO3)cc1	5%[46.1 µM]	12%	2%	-3%

entry	IMPase Li cell	HTT aggregate	Epigenetic derep
1	4%	4%	-1.3%
2	?	-8%	-0.9%
3	2%&18%	.	?
4	-10%	6%[9.22 µM]	-1.2%
5	4%	.	-0.1%
6	.	-15%[9.22 µM]	-2.4%
7	0%	10%	-0.8%
8	-4%	-9%	-0.3%
9	-1%	19%	0.2%
10	-6%[38.3 µM]	-6%	4.9%

# Following part:
entry	molecule	NPSR antagonist	CBFb RUNX1 block	LMNA splice mod	KinaseGlo FLuc
11	Cc1ccc(C(=O)NC2CCN(S(=O)(=O)c3ccc(C)cc3)CC2)cc1	-15%	2%	?	1%
12	O=c1[nH]c(O)c(N=Nc2ccc(SC(F)F)cc2)c(=O)[nH]1	26%	1%	.	.
13	NC[C@@H](CC(=O)O)c1ccc(Cl)cc1	.	5%&0%[21.7 µM]	?	-4%
14	COc1ccc(CCn2c(O)c(C=NC3CC3)c(=O)[nH]c2=O)cc1OC	-16%[46.1 µM]	3%	1%	-2%
15	Cc1ccccc1-n1c(O)c(C=Nc2ccc3c(c2)OCO3)c(=O)[nH]c1=O	-11%[46.1 µM]	-7%	-3%	-4%
16	C=CCn1c(=O)c(C=Nc2cccnc2Cl)c(O)n(CCCC)c1=O	-11%	-1%	5%	0%
17	NC(=O)c1ccc(C(=O)Nc2ccc([As](=O)(O)O)cc2)cc1	-15%	-3%	.	-4%[7.66 µM]
18	Clc1ccc(OCC#CCN2CCCCCC2)cc1	-11%	-1%	-20%[46 µM]	6%
19	CCOC(=O)c1cc(C)sc1/N=C/C1C(=O)NC(=S)NC1=O	-46%	0%	-16%[46 µM]	2%
20	COC12C(COC(N)=O)C3=C(C(=O)C(C)=C(N)C3=O)N1CC1C2N1C (centres undefined)	-33%	-5%	.	.

entry	IMPase Li cell	HTT aggregate	Epigenetic derep
11	-3%	20%[9.22 µM]	-1.8%
12	.	8%[9.22 µM]	-0.7%
13	2%&-1%	.	-1.4%
14	4%[38.3 µM]	15%[9.22 µM]	-1.2%
15	-7%[38.3 µM]	-4%	4.2%
16	-3%	?	0.0%
17	-1%	-14%[9.22 µM]	1.1%
18	21%	-6%	-0.1%
19	?	15%	11%
20	.	10%[9.22 µM]	-0.9%

# Continued, overlapping the part above by 4 compounds.
entry	molecule	NPSR antagonist	CBFb RUNX1 block	LMNA splice mod	KinaseGlo FLuc
17	NC(=O)c1ccc(C(=O)Nc2ccc([As](=O)(O)O)cc2)cc1	-15%	-3%	.	-4%[7.66 µM]
18	Clc1ccc(OCC#CCN2CCCCCC2)cc1	-11%	-1%	-20%[46 µM]	6%
19	CCOC(=O)c1cc(C)sc1/N=C/C1C(=O)NC(=S)NC1=O	-46%	0%	-16%[46 µM]	2%
20	COC12C(COC(N)=O)C3=C(C(=O)C(C)=C(N)C3=O)N1CC1C2N1C (centres undefined)	-33%	-5%	.	.
21	C=CCN1CC[C@]23c4c5ccc(O)c4OC2C(=O)CC[C@]3(O)C1C5 (some centres undefined)	.	7%	.	-1%
22	COc1ccc(C(C)=O)cc1CC(C(=O)c1ccc(Br)cc1)N(C)C (centres undefined)	18%	-5%	-7%	3%
23	CCC(=NCc1cc(OC)cc(OC)c1)c1c(O)n(C)c(=O)n(C)c1=O	?	10%	?	-4%
24	S=C(S)N1CCCC1	?	?	?	-2%&-3%
25	CCCN1CCC[C@@H](c2cccc(C#N)c2)C1	?	19%	?	-1%
26	O=P(/C(=N/O)N1CCOCC1)(N1CCOCC1)N1CCOCC1	1%[46.1 µM]	4%	0%	4%
27	CCN1/C(=C\C=C\C2=[N+](CC)c3ccccc3C2(C)C)C(C)(C)c2ccccc21	16µM*	?	?	?
28	CCOCCCn1c(N)c(C(=O)Nc2sc3c(c2C(=O)OC)CCCC3)c2nc3ccccc3nc21	?	12%	?	5%
29	C=CCn1c(O)c(C=Nc2c(C)n(C)n(-c3ccccc3)c2=O)c(=O)[nH]c1=O	14%	4%	.	.
30	Ic1c(C2=CCCCC2)[se]c2ccccc12	.	-10%[89.1 µM]	.	1%[39.9 µM]

entry	IMPase Li cell	HTT aggregate	Epigenetic derep
17	-1%	-14%[9.22 µM]	1.1%
18	21%	-6%	-0.1%
19	?	15%	11%
20	.	10%[9.22 µM]	-0.9%
21	2%	.	0.0%
22	10%	1%	-1.1%
23	36%[activator][38.3 µM]	?	0.0%
24	15%&17%	.	?
25	16%	.	-0.2%
26	34%[activator][38.3 µM]	23%	0.6%
27	35%[38.3 µM]	0.56µM*	-2.7%
28	0%[38.3 µM]	?	4.8%
29	.	2%[9.22 µM]	0.0%
30	0%	.	1.8%

# (further entries)
entry	molecule	NPSR antagonist	CBFb RUNX1 block	LMNA splice mod	KinaseGlo FLuc
31	O=c1c2ccccc2nc(-c2ccccc2)n1-c1ccc(O)cc1	-7%	5%	?	1%
32	CCOCCN1CCC(OC(C)=O)C(C)C1 (centres undefined)	-1%[46.1 µM]	4%	-1%	0%
33	O=C(CN1CCN(Cc2ccc(Cl)cc2)C1=O)N1CCC2(CC1)OCCO2	2%[46.1 µM]	2%	-9%	-4%
34	O=c1c2cc(N3CCOCC3)ccc2[nH]c(=S)n1Cc1ccc(Cl)cc1	?	2%	?	-2%
35	CCN1C(=O)/C(=C/c2ccc3c(c2)CCN3CCCCl)C(=O)NC1=S	-53%	17%	-11%	?
36	CCOC(=O)C(O)(c1ccc(NC(=O)c2ccco2)c(OC)c1)C(F)(F)F (centres undefined)	-11%[46.1 µM]	-12%	-2%	-1%
37	CN(C)S(=O)(=O)c1cc(NC(=O)C[N+]23CCN(CC2)CC3)ccc1Cl	21%	13%	0%	0%
38	CCOC(=O)c1ccc(N=C(c2ccccc2)c2c(O)n(C)c(=O)n(C)c2=O)cc1	24%	1%	.	.
39	CC(C)CC(NC(=O)C1CCCCC1)C(=O)N1CCC2(CC1)OCCO2 (centres undefined)	-3%[46.1 µM]	-2%	5%	0%
40	CN(C)C(=Nc1ccccc1)P(=S)(N(C)C)N(C)C	-3%	8%	.	.

entry	IMPase Li cell	HTT aggregate	Epigenetic derep
31	6%	.	0.0%
32	-12%[38.3 µM]	2%	-0.4%
33	-3%[38.3 µM]	-14%	0.7%
34	?	-7%	6.7%
35	50%[activator]	-23%	-2.2%
36	50%[activator][38.3 µM]	-2%	2.9%
37	8%	-9%	0.0%
38	.	10%[9.22 µM]	-0.4%
39	9%[38.3 µM]	0%	-2.0%
40	-5%	11%	-1.3%

# Later entries:
entry	molecule	NPSR antagonist	CBFb RUNX1 block	LMNA splice mod	KinaseGlo FLuc
41	Cn1cc(C(=O)NP(=O)(N2CCOCC2)N2CCOCC2)c2ccccc21	8%	8%	-8%[46 µM]	-12%
42	N#CC(C#N)=NNc1ccc(-n2ccc(C(F)(F)F)n2)cc1	2.5µM*	?	.	.
43	Cc1c(N=Cc2c(O)n(Cc3ccco3)c(=O)[nH]c2=O)c(=O)n(-c2ccccc2)n1C	-2%[46.1 µM]	7%	?	-4%
44	CCc1nnc(NS(=O)(=O)c2ccc(N=Cc3c(O)n(-c4ccc(Cl)cc4)c(=O)[nH]c3=O)cc2)s1	17%	12%	.	-1%
45	COC(=O)c1ccc(COC(=O)c2ccccn2)cc1	13%[46.1 µM]	2%	-3%	?
46	O=C(C1CCC(=O)N1Cc1ccc(F)cc1)N1CCC2(CC1)OCCO2 (centres undefined)	4%[46.1 µM]	-5%	2%	-3%
47	CCN(CC)CC(O)c1ccc(C2CCCC2)cc1 (centres undefined)	7%	11%	-9%	0%
48	CCCCCCCCCCCCCCC[C@@H](O)[C@@H](N)COP(=O)(O)O	.	9%	.	-1%
49	Cc1cc(N2CCCCC2)ccc1C=C1C(=O)N(C)C(=S)N(C)C1=O	-37%	11%	-1%	-9%
50	OC(Cc1ccccc1)(c1ccccc1)C1CN2CCC1CC2 (centres undefined)	2%[46.1 µM]	1%	18%	0%
51	O=C(Nc1c(F)cc(F)cc1F)c1cccn(Cc2ccccc2)c1=O	-16%	-10%	9%[46 µM]	7%
52	C[C@H](NC(C)(C)C)C(=O)c1cccc(Cl)c1	.	-2%[21.7 µM]	?	0%[17.1 µM]
53	O=C(N/N=C/c1c(O)n(Cc2ccccc2)c(=O)[nH]c1=O)c1ccncc1	-8%	-17%	.	.

entry	IMPase Li cell	HTT aggregate	Epigenetic derep
41	-3%	-4%	1.0%
42	.	?	5.7%
43	31%[activator][38.3 µM]	17%	-6.3%
44	-2%	-3%	-5.0%
45	20%[38.3 µM]	12%	0.0%
46	-6%[38.3 µM]	-3%	0.0%
47	1%	-6%	1.0%
48	17%	.	0.0%
49	2%	3%	1.6%
50	23%[38.3 µM]	-17%[9.22 µM]	-3.0%
51	4%	-2%	-2.4%
52	4%	1%	-2.4%[16.9 µM]
53	.	1%[9.22 µM]	0.3%

# Only part of the results is shown; count on the stated rates, not on these rows.
